# BoNT A protease = inhibitors of Botulinum neurotoxin A light chain protease. hit rate 0.17% among 360,000. inhibition, % at 10 µM. multiplex microsphere protease substrate cleavage, flow cytometry. AID 588499; note: plate controls were buffer without enzyme for full effect and enzyme alone for no effect
# PriA SSB inh = K. pneumoniae PriA-SSBct interaction inhibition; hit rate 0.6% among 430,000; AlphaScreen SSBct-PriA binding, biotinylated peptide; inhibition, % at 33 µM; in the data active = inhibition mostly above about 37%, no sharp cut-off; inactive = mostly below about 20%;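 note: plate controls were negative control peptide for no effect and reference peptide for full effect; strong numbers were not always called active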
# Y pestis TopoI = blocks Yersinia pestis topoisomerase I activity; Y. pestis Topo-I cleavage product accumulation, plate reader; activity, % at 10 µM; hit rate 0.064% among 360,000; AID 504884; in the data active = activity above about 50%, passing the limit was not always enough; note: inactives centre near 2
# 3CLpro inhibitor = SARS-CoV 3CLpro protease inhibition; P0C6X7; recombinant SARS-CoV 3CLpro, quenched FRET peptide cleavage; inhibition, % at 6 µM; hit rate 0.14% among 290,000; AID 1706; in the data active = inhibition above about 12%
# TcdB GH inh = TcdB glycohydrolase inhibition; P18177; TcdB glycohydrolase enzymatic assay, plate reader; inhibition, % at 9.99 µM; hit rate 0.24% among 350,000; AID 652162; in the data active = inhibition above about 10%
# Target sequence (P18177 whole entry, looked up): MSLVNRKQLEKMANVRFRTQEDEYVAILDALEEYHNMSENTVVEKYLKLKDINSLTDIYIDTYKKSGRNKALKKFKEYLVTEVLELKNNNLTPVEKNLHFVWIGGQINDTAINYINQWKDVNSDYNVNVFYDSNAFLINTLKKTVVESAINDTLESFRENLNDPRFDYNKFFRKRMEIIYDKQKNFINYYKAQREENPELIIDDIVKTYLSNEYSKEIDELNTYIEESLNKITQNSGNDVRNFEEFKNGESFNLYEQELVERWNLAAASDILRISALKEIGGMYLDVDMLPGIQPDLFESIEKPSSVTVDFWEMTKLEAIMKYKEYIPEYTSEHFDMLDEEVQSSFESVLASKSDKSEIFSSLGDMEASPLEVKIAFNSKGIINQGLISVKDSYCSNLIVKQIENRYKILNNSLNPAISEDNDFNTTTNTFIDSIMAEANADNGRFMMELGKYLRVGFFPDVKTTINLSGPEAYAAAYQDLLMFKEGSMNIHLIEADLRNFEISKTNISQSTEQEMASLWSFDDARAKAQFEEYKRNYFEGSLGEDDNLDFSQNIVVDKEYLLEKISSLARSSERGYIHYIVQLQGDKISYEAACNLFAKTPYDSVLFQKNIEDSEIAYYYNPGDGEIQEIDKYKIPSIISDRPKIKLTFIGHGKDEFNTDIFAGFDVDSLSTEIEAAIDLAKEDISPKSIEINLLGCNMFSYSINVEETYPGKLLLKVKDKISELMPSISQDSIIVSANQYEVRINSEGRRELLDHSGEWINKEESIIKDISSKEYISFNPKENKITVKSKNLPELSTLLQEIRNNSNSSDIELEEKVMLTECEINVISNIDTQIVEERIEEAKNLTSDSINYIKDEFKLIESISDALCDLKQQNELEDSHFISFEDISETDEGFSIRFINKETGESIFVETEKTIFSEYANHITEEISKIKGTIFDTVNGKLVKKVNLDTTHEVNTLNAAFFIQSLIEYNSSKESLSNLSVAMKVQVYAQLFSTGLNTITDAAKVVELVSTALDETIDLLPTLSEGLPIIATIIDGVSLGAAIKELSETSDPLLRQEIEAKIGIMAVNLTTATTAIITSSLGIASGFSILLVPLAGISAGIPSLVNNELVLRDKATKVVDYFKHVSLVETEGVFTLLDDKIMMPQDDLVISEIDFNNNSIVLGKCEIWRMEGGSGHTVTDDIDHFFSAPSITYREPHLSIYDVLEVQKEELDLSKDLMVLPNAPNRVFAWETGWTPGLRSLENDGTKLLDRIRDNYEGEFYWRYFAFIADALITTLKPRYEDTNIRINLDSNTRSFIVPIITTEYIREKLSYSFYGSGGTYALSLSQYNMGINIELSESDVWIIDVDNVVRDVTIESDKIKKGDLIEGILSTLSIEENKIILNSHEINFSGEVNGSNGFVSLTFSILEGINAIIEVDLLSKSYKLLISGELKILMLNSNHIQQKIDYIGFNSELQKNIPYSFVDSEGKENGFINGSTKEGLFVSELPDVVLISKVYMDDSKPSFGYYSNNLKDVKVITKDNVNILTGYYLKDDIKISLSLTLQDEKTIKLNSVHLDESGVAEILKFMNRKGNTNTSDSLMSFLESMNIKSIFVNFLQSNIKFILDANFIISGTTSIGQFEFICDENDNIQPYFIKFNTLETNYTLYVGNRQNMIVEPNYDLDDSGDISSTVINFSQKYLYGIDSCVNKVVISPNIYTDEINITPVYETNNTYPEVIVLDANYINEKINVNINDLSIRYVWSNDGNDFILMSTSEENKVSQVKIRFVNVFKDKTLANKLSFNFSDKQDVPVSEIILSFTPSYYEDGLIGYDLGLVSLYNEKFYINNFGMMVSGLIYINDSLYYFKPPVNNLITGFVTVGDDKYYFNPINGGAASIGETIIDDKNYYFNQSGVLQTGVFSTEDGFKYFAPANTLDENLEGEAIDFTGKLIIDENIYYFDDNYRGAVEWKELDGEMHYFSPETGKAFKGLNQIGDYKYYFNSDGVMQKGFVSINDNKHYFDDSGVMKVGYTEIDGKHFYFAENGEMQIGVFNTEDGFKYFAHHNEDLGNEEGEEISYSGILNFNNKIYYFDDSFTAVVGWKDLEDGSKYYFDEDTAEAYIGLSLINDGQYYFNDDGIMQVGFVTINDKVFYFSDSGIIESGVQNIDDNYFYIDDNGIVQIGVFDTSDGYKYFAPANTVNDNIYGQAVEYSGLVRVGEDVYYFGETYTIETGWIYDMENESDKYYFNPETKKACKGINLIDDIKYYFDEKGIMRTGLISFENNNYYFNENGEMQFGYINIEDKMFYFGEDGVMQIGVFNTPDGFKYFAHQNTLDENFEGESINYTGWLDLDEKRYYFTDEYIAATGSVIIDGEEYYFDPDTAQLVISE
# PrPC surface inh = cell surface PrPC inhibition, primary TR-FRET screen. inhibition, % at 13.8 µM. TR-FRET read-out. AID 720596. hit rate 0.43% among 370,000; in the data active = inhibition above about 24%; note: 0% = median of the test wells and 100% = reference compound wells
# PfHsp40 rescue = rescue of PfHsp40-mediated yeast toxicity; AID 504582; hit rate 0.68% among 340,000; growth rescue, % at 12.5 µM; S. cerevisiae expressing PfHsp40, growth rescue, ATP luminescence; in the data active = growth rescue above about 28%, passing the limit was not always enough;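 note: yeast W303a lacking pdr1 and pdr3 grown in galactose medium; growth measured after three days at 30 °C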
# Vc quorum ag = induces V. cholerae light production without autoinducers | V. cholerae BH1578 lux reporter, luminescence, 6 h | activation, % at 18.7 µM | hit rate 0.16% among 350,000; in the data active = activation mostly above about 9.7%, no sharp cut-off; note: not every result past the cut was called active; inactives centre near 0; reference of the scale not given here
# Anthrax LF inh2 = blocks Bacillus anthracis lethal factor protease. P15917. inhibition, % at 10 µM. multiplex microsphere protease cleavage assay, LF. hit rate 0.12% among 360,000; note: plate controls were buffer without enzyme for full effect and enzyme alone for no effect
# * = called active by the depositor; i = inactive; / = no result given; & = joins results of further samples. Cut-off read from the data, not from the text of the source, unless noted: active = inhibition above about 30%; inconclusive = no clear call, values can overlap the other calls; inactive = below that. A portion of the library, so the mix of outcomes need not match the whole.
SMILES,BoNT A protease,PriA SSB inh,Y pestis TopoI,3CLpro inhibitor,TcdB GH inh,PrPC surface inh,PfHsp40 rescue,Vc quorum ag,Anthrax LF inh2
Cc1ccc(CSCCNS(=O)(=O)c2ccc(C)cc2)cc1,-0.1,-38,32,5,/,-1,6.0,-0.3,-1
CCOc1ccc(C(=O)NCC(C)C)cc1,0.8,-11,12,-3,/,-3,-0.5,-0.6,0
COc1ccccc1CNC(=O)COc1cccnc1[N+](=O)[O-],0.3,-2,-1,0,0.9,-16,0.8,-0.2,0
O=C(COc1ccccc1[N+](=O)[O-])N/N=C/c1ccc(OC(=O)c2ccco2)cc1,-0.3,/,13,-2,1.2,3,-0.7,-0.6,1
COc1cc(OC)c(N(C)S(=O)(=O)c2cccc(C(=O)Nc3nnc(C4CC4)s3)c2)cc1Cl,-0.3,0,-6,1,1.4,22,1.6,-0.8,3
C/C=C/C(=O)OCC(=O)Nc1cc(OC)c([N+](=O)[O-])cc1C,-0.3,8,-3,-2,0.8,-9,0.3,2.8,-7
COc1cc2c(ccc3cc(OC)c(OC)c(O)c32)cc1O,-1.2,4,-6,/,3.7,4,2.8,-0.4,0
CC(C)(C)c1cc(CCC(=O)NCC2CCCO2)cc(C(C)(C)C)c1O (stereo not given),1.8,11,5,-6,3.5,4,1.7,-0.4,0
CCCCn1c(C(C)NC(=O)CCC)nc2ccccc21 (stereo not given),-0.9,-6,1,-1,-0.3,6,-0.4,-1.6,4
CCOCCCNS(=O)(=O)c1ccccc1,5.4,-22,2,0,/,1,-1.3,-0.2,-5
CC(=O)Nc1ccccc1C(=O)OCC(=O)c1ccc2c(c1)OCCO2,0.6,11,0,2,/,4,-1.0,i,1
Cc1nn(CC(N)=O)c(=O)c2ccccc12,-0.3,-16,-4,1,/,-4,-1.2,i,-4
COc1ccccc1C(=O)Nc1c(C(=O)N(CCN(C)C)Cc2ccco2)oc2ccccc12,-3.3,-8,14,-4,-8.6,-16,-0.3,-6.2,-5
CCOc1cc(/C=N/Nc2nncc(-c3ccccc3)n2)ccc1O,-0.2,/,3,7,1.1,-21,-0.8,-0.6,1
CC(C)Cn1cc(Cl)c(=O)n(CC(C)C)c1=O,-0.1,-13,0,2,0.6,3,-0.4,-0.1,-1
Cc1cc(C(F)F)nn1CC(=O)NC1C(=O)N2C(C(=O)O)=C(CSc3nnnn3C)CSC12 (stereo not given),-0.8,-2,4,1,0.0,6,-2.1,i,-8
CC1CCCN(CCC(=O)c2ccccc2)C1 (stereo not given),-0.1,-9,-1,/,0.7,4,-0.9,i,1
COc1cc(/C=C2/C(=N)N3N=C(C)SC3=NC2=O)ccc1OS(=O)(=O)c1ccc(C)cc1,-6.7,2,4,-2,-2.2,1,4.4,i,13
O=C(CSc1nccc(=O)[nH]1)N1CCc2ccccc2C1,0.3,4,9,2,-0.5,6,8.2,i,-6
CS(=O)(=O)c1ccc(N)cc1,-0.5,-16&-5&-7,0,-2,0.9,-1,-1.1,-0.2,-9

# Gathered by group: those above with a halogen (3)
SMILES,BoNT A protease,PriA SSB inh,Y pestis TopoI,3CLpro inhibitor,TcdB GH inh,PrPC surface inh,PfHsp40 rescue,Vc quorum ag,Anthrax LF inh2
COc1cc(OC)c(N(C)S(=O)(=O)c2cccc(C(=O)Nc3nnc(C4CC4)s3)c2)cc1Cl,-0.3,0,-6,1,1.4,22,1.6,-0.8,3
CC(C)Cn1cc(Cl)c(=O)n(CC(C)C)c1=O,-0.1,-13,0,2,0.6,3,-0.4,-0.1,-1
Cc1cc(C(F)F)nn1CC(=O)NC1C(=O)N2C(C(=O)O)=C(CSc3nnnn3C)CSC12 (stereo not given),-0.8,-2,4,1,0.0,6,-2.1,i,-8

# (cont.)
SMILES,BoNT A protease,PriA SSB inh,Y pestis TopoI,3CLpro inhibitor,TcdB GH inh,PrPC surface inh,PfHsp40 rescue,Vc quorum ag,Anthrax LF inh2
CN(C)c1ccc(CNS(=O)(=O)c2ccc3c(c2)C(C)(C)C(=O)N3C)cc1,-0.6,0,-7,10,-2.5,8,-1.2,-0.1,-7
O=C(CNc1cccc(F)c1)Nc1cccc(S(=O)(=O)N2CCCCC2)c1,3.3,0,5,/,0.9,4,2.6,1.2,2
c1ccc(-c2nc3cnccn3c2Nc2ccc3c(c2)OCCO3)cc1,-1.6,-1,-3,-1,/,6,0.6,-0.3,-7
CC(=O)c1ccc(Oc2ccc(C(=O)c3ccc(C)c(C)c3)cc2[N+](=O)[O-])cc1,0.2,4,41,3,1.1,-5,0.2,3.8,-2
C/C(CC(O)c1ccc2ccccc2n1)=N/O (stereo not given),0.6,/,4,-5,/,-1,0.7,i,-1
CC(=O)c1cc2c(cc1NC(=O)Cc1c(C)noc1C)OCO2,0.4,2,1,/,-0.3,-4,1.8,22*,-5
CCSc1nnc(NC(=O)C2CC2c2ccccc2)s1 (stereo not given),2.9,-2,0,0,12*,-6,-1.4,-0.3,-1
COC(=O)C1=C(c2ccccc2)C[C@@H]2CC[C@H]1N2C(=O)NCC1CC1,-0.1,12,9,/,0.5,-2,-1.1,i,-5
O=C(On1c(-c2ccccc2)nc2ccccc2c1=O)c1ccco1,0.0,-6,-2,2,/,5,21,7.7,2
COC(=O)C1=C(c2cc3ccccc3s2)C[C@@H]2CC[C@H]1N2C,-0.7,-4,-3,/,0.1,0,-1.4,-0.4,-9
CCOc1ccccc1Oc1cn[nH]c1-c1ccc(OC)cc1O,0.2,8,-8,-3,/,3,125*,i,-2
CN(CC(=O)Nc1ccc(C(N)=O)cc1)S(=O)(=O)c1ccc2c(c1)OCCO2,0.0,-4,-8,/,1.2,10,0.1,i,1
CCOC(=O)C1Nc2ccc(C(F)(F)F)cc2C2c3ccccc3CC12 (stereo not given),0.7,6,-5,/,-0.1,-3,0.3,-10,0
Cc1ccccc1C(=O)NC1CC2CCCC(C1)N2Cc1ccccc1Cl (stereo not given),0.2,/,6,/,1.1,-3,/,0.8,2
Cc1ccc(-c2nc3c(c(=O)[nH]c(=O)n3CC(C)C)n2CC(C)C)cc1[N+](=O)[O-],-0.6,17,20,1,2.1,1,-0.6,-0.2,-1
Cc1ccc(CCNC(=O)CCS(=O)(=O)c2ccc3c(c2)oc(=O)n3C)cc1,-1.1,-19,9,0,1.4,-5,0.5,i,0
O=C(O)c1ccccc1-n1cnnn1,1.4,3,0,2,0.4,-2,-0.6,0.3,-4
CNC(=S)Nc1ccc(OCc2ccccc2)cc1,-0.5,-6,3,0,1.0,4,5.6,0.4,0
O=C(N/N=C1/CC2CCC1C2)c1cc2ccccc2cc1O (stereo not given),0.6,/,-17,2,-0.6,-4,33*,2.5,-1
O=C(Cn1ncc2c([nH]c3ccccc32)c1=O)N1CCCCC1,-0.6,11,-1,1,0.8,0,1.4,i,-2
O=C(O)c1cccc(NC(=S)NC(NC(=O)c2ccco2)C(Cl)(Cl)Cl)c1 (stereo not given),-1.4,6,1,-1,0.4,3,0.1,3.7,6
CCCCn1c2ccccc2c2nnc(SCCN3CCCCC3)nc21,-0.9,-4,25,0,0.8,-4,-0.9,-0.6,-2
CCN(C(=O)CSc1nc2nc(C)cc(C)n2n1)c1ccccc1,1.4,0,8,-4,/,-1,0.3,-0.7,0
CCC1CCCCN1C(=O)Cn1c(C(=O)OC)cc2ccsc21 (stereo not given),-0.3,-5,8,2,/,-1,11,i,0
Cc1nn(CC(=O)NC2CCS(=O)(=O)C2)c(C)c1[N+](=O)[O-] (stereo not given),-0.4,5,-3,/,0.6,2,-0.7,i,-6
Cc1ccc(CNC(=O)Cn2ccc(NC(=O)OCc3ccccc3)nc2=O)o1,-0.2,-13,8,/,/,1,-0.3,0.8,-3
CN(C)c1ccc(C=C2C=C(c3ccccc3)OC2=O)cc1,0.5,/,-8,/,-0.9,1,/,i,0
OCCOCCn1c(C(CO)Nc2nc(-c3ccc(Cl)cc3)cs2)nc2ccccc21 (stereo not given),-1.4,19,19,/,1.5,4,0.1,-0.6,2
COCCNC(=O)c1ccccc1-c1nc(-c2ccccc2Cl)no1,1.7,-8,1,2,/,4,-0.6,0.6,1
Fc1ccc(-c2csc(Nc3ccccn3)n2)cc1,-1.5,-4,-1,4,0.6,0,1.1,1.9,3

# Compound profiles (already shown).
# Results for O=C(O)c1cccc(NC(=S)NC(NC(=O)c2ccco2)C(Cl)(Cl)Cl)c1 (stereo not given) → BoNT A protease = -1.4; PriA SSB inh = 6; Y pestis TopoI = 1; 3CLpro inhibitor = -1; TcdB GH inh = 0.4; PrPC surface inh = 3; PfHsp40 rescue = 0.1; Vc quorum ag = 3.7; Anthrax LF inh2 = 6
# Results for Fc1ccc(-c2csc(Nc3ccccn3)n2)cc1 → BoNT A protease = -1.5; PriA SSB inh = -4; Y pestis TopoI = -1; 3CLpro inhibitor = 4; TcdB GH inh = 0.6; PrPC surface inh = 0; PfHsp40 rescue = 1.1; Vc quorum ag = 1.9; Anthrax LF inh2 = 3

# Next section.
SMILES,BoNT A protease,PriA SSB inh,Y pestis TopoI,3CLpro inhibitor,TcdB GH inh,PrPC surface inh,PfHsp40 rescue,Vc quorum ag,Anthrax LF inh2
CCn1c(SCC(=O)N(C)CCC#N)nc2cc(S(=O)(=O)N3CCOCC3)ccc21,/,-3,-9,/,0.8,-5,0.7,0.4,/
Cc1ccc(CS/C(Nc2ccccc2C)=C(\C#N)C(N)=O)c(C)c1,-0.3,-2,-8,5,0.3,8,1.8,i,0
Cc1ccc(N2CC(C(=O)OCc3ccc([N+](=O)[O-])cc3)CC2=O)cc1 (stereo not given),/,-8,-11,-4,/,-5,-0.5,5.0,/
CCOC(=O)/C(=C\c1ccc(Cl)cc1)c1nc2sc(C)c(C)c2c(=O)[nH]1,0.7,-3,20,-3,/,-6,0.9,i,0
O=C(CCC(=O)c1cccs1)OCC(=O)c1ccccc1F,-1.7,-12,-1,/,0.2,-2,0.7,i,2
O=C(NS(=O)(=O)Oc1ccc(F)cc1F)OC[C@@H]1CCCN2CCCCC12 (stereo not given in full),1.5,-1,8,4,-0.1,-10,1.1,-0.2,4
Cc1ccc(OCC(=O)NCCN2CCN(C(=O)COc3ccc(C)cc3)CC2)cc1,-0.5,-12,-10,-4,/,-3,0.4,i,9
Cc1cccc(NC(=S)NC(C)CCc2ccccc2)c1 (stereo not given),0.0,-5,2,-1,0.4,8,96*,-3.1,-5
Nc1ccc2c(c1)Cc1cc(N)c(Br)cc1-2,0.0,33,-25,/,-94,12,0.4,i,-3
CCOc1cc(N2CCOCC2)c(OCC)cc1NC(C)C(=O)N1CCC(C)CC1 (stereo not given),-4.3,9,-3,2,/,-13,0.4,-0.2,-5
COc1ccc(NS(=O)(=O)c2ccc(NS(C)(=O)=O)cc2)cc1,-1.8,1,-9,0,/,14,-0.5,-1.2,-2
CCOc1ccc(/C(O)=C2/C(=O)C(=O)N(CC3CCCO3)C2c2ccc(C)o2)cc1 (stereo not given),-0.4,/,-1,1,/,4,-1.3,-0.2,0
O=C(Nc1ccccc1Cl)c1cc(S(=O)(=O)N2CCOCC2)cs1,-2.4,-11,0,2,/,3,-0.7,-0.4,-4
CNC(=O)C1CN(C(=O)c2nn(Cc3ccccc3)c(=O)c3ccccc23)c2ccccc2O1 (stereo not given),0.3,/,30,/,1.1,0,/,0.9,2
CCC1(CC)NC(=O)N(CC(=O)Nc2ccc(C)cc2C)C1=O,0.1,-3,-1,/,0.8,-2,-1.7,i,-5
CCCCOC(=O)Nc1nc(CC(=O)OCC)cs1,-0.2,-5,-5,2,/,5,-0.1,i,1
O=S(=O)(NC1=NCCCCC1)c1ccc(F)cc1F,1.4,-3,-4,/,0.3,-5,-2.2,i,2
